High-throughput results: PubChem BioAssay, several laboratories
PriA SSB inh – inhibitors of Klebsiella pneumoniae PriA binding to SSB C-terminal tail. AlphaScreen SSBct-PriA binding, biotinylated peptide. inhibition, % at 33 µM. 0.6% of 430,000 active. AID 1272365; in the data active = inhibition mostly above about 37%, no sharp cut-off; inactive = mostly below about 20%;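 also: plate controls were negative control peptide for no effect and reference peptide for full effect; strong numbers were not always called active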
Anthrax LF inh2 – anthrax lethal factor protease inhibition. 0.12% of 360,000 active. P15917. inhibition, % at 10 µM. multiplex microsphere protease cleavage assay, LF. AID 588501; also: plate controls were buffer without enzyme for full effect and enzyme alone for no effect
Target sequence (P15917 whole entry, looked up): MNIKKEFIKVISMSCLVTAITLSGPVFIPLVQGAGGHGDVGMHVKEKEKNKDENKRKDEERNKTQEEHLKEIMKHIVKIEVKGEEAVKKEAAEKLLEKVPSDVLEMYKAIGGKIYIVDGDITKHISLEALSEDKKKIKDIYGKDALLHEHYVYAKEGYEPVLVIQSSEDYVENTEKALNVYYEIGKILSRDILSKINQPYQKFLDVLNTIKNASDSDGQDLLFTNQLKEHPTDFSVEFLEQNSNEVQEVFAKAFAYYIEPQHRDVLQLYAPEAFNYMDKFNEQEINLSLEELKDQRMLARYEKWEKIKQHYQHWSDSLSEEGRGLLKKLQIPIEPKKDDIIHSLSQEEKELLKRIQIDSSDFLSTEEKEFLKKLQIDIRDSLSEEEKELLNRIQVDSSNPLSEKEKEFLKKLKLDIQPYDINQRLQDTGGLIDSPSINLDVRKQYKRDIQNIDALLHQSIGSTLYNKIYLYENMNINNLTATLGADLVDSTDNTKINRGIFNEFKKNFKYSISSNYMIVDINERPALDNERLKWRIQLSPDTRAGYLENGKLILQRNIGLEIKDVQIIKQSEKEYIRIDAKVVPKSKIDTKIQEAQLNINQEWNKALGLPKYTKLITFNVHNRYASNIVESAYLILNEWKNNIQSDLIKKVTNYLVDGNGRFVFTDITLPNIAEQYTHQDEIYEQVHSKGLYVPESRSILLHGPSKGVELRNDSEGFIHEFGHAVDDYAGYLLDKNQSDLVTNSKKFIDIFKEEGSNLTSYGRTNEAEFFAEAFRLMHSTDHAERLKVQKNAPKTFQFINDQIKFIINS
SARS 3CLpro inh – SARS-CoV 3CLpro protease inhibition; P0C6X7; inhibition, % at 6 µM; 0.14% of 290,000 active; AID 1706; recombinant SARS-CoV 3CLpro, quenched FRET peptide cleavage; in the data active = inhibition above about 12%
TcdB GH inh – blocks C. difficile toxin B glycohydrolase activity | TcdB glycohydrolase enzymatic assay, plate reader | inhibition, % at 9.99 µM | 0.24% of 350,000 active | AID 652162; in the data active = inhibition above about 10%
PfHsp40 rescue – compounds rescuing yeast from Plasmodium falciparum HSP40 toxicity. S. cerevisiae expressing PfHsp40, growth rescue, ATP luminescence. growth rescue, % at 12.5 µM. 0.68% of 340,000 active. AID 504582; in the data active = growth rescue above about 28%, passing the limit was not always enough; inconclusive = no clear call, values can overlap the other calls;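 also: yeast W303a lacking pdr1 and pdr3 grown in galactose medium; growth measured after three days at 30 °C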
PrPC TRFRET – inhibitors of human cell surface prion protein PrPC. TR-FRET read-out. inhibition, % at 13.8 µM. 0.43% of 370,000 active. AID 720596; in the data active = inhibition above about 24%; also: 0% = median of the test wells and 100% = reference compound wells
BoNT A protease – inhibitors of Botulinum neurotoxin A light chain protease; inhibition, % at 10 µM; 0.17% of 360,000 active; AID 588499; multiplex microsphere protease substrate cleavage, flow cytometry; also: plate controls were buffer without enzyme for full effect and enzyme alone for no effect
Yp Topo-I inh – blocks Yersinia pestis topoisomerase I activity; AID 504884; 0.064% of 360,000 active; Y. pestis Topo-I cleavage product accumulation, plate reader; activity, % at 10 µM; in the data active = activity above about 50%, passing the limit was not always enough; inconclusive = no clear call, values can overlap the other calls; also: inactives centre near 2
BH1578 lux ind – induces V. cholerae light production without autoinducers. V. cholerae BH1578 lux reporter, luminescence, 6 h. activation, % at 18.7 µM. 0.16% of 350,000 active. AID 588436; in the data active = activation mostly above about 9.7%, no sharp cut-off; inconclusive = no clear call, values can overlap the other calls; inactive = mostly below about 3.7%; also: not every result past the cut was called active; inactives centre near 0; reference of the scale not given here
* hit, by the source's call; i = inactive; ? = inconclusive; nt = no result given; & = joins results of further samples. Rule as the data show it, unless noted: active = inhibition above about 30%; inconclusive = no clear call, values can overlap the other calls; inactive = below that. An excerpt. The share of hits here may be higher or lower than overall.

1. Cc1ccc(Cl)cc1N1CCN(C(=O)C2CCN(S(C)(=O)=O)CC2)CC1
2. CCOc1ncccc1C(=O)OCC(=O)Nc1ccc2c(c1)CCC2
3. O=C(Nc1ccccc1NC(=O)c1csnn1)c1csnn1
4. CC(C)CC(NC(=O)c1ccc(Cl)cc1)C(=O)OCC(=O)c1ccc2c(c1)NC(=O)CO2 (stereo unspecified)
5. N#CC1=C(N)NC(SCC(=O)c2ccccc2)=C(C#N)C12CCCC2
6. CC1CCCCC1NCc1cccc([N+](=O)[O-])c1 (stereo unspecified)
7. COc1cccc(/C=C2\SC(=O)N(CC(=O)NC3CCS(=O)(=O)C3)C2=O)c1 (stereo unspecified)
8. COc1ccccc1NC(=O)CSc1nc2ccccc2cc1Cc1ccccc1
9. CN(C)Cc1c(C(C)(C)O)[nH]c2ccc(C(F)(F)F)cc12
10. CCC(Cc1ccccc1)NS(=O)(=O)c1c(C)nc2sccn2c1=O (stereo unspecified)
Assay by compound	1	2	3	4	5	6	7	8	9	10
PriA SSB inh	-5	-8	-4	-12	3	11	2	-6	-8	1
Anthrax LF inh2	4	-8	0	0	1	-2	-2	-8	-3	-6
SARS 3CLpro inh	2	nt	1	5	2	2	-6	1	nt	0
TcdB GH inh	1.0	0.5	-4.0	nt	nt	0.2	2.4	3.0	0.2	-5.6
PfHsp40 rescue	0.1	0.9	13	0.5	0.7	-0.6	-0.6	0.1	-0.6	2.0
PrPC TRFRET	-4	8	-1	40*	-5	-4	-15	5	-6	9
BoNT A protease	-0.3	0.1	0.2	0.7	0.5	-0.1	-0.9	-0.5	0.1	-0.8
Yp Topo-I inh	-3	9	-6	3	-9	0	-5	3	-4	4
BH1578 lux ind	-0.8	-5.6	1.1	-1.4	-0.2	1.1	i	i	i	-1.3

11. COc1ccc(-c2cc(N3C(=O)Nc4ccccc4N3O)n[nH]2)cc1OC
12. Cc1ccc(C(=O)Nc2cccc(C(=O)O)c2)cc1S(=O)(=O)N1CCOCC1
13. N#Cc1c(-c2ccccc2)cc(C2CC2)nc1N
14. COc1ccc2cc(C(=O)NCc3ccccc3)c(=Nc3ccc(C(=O)O)cc3)oc2c1
15. CCOC(=O)c1ccc(NC(=O)COc2ccc(S(=O)(=O)NC(C)C)cc2)cc1
16. O=C(NCc1ccccc1F)C1CCCN1C(=O)Nc1ccc(F)cc1 (stereo unspecified)
17. Cc1cccc(CSc2nnc([C@@H]3CCCN3C(=O)OC(C)(C)C)o2)c1
18. Cc1ccc(NC(=O)NC(=O)CN2CCCC2c2ccc3c(c2)OCCO3)cc1C (stereo unspecified)
19. COc1ccc(Cn2nnnc2C(c2cc3cc(C)ccc3[nH]c2=O)N2CCOCC2)cc1 (stereo unspecified)
20. COCCN(C(=O)CNC(=O)c1cccs1)C(C(=O)NC1CCCC1)c1cccs1 (stereo unspecified)
Assay by compound	11	12	13	14	15	16	17	18	19	20
PriA SSB inh	-11	-12	-19	0	-4	-7	-39	7	-16	-8
Anthrax LF inh2	-2	0	-2	-4	-4	nt	-13	-5	0	-3
SARS 3CLpro inh	2	1	6	4	1	-2	2	nt	-2	-5
TcdB GH inh	-0.3	-0.2	nt	0.6	1.7	0.9	-0.2	0.7	nt	nt
PfHsp40 rescue	1.1	-1.1	2.0	0.3	1.8	-1.4	-1.2	-0.9	-0.4	-0.3
PrPC TRFRET	-1	-4	-9	-14	7	-3	4	3	2	-8
BoNT A protease	-0.6	0.3	-0.2	-0.5	-4.2	nt	?	-0.2	0.4	-0.6
Yp Topo-I inh	-10	4	-2	3	-16	5	3	20	7	2
BH1578 lux ind	0.0	-5.3	-0.5	i	0.0	-0.4	i	-0.3	i	-0.3

21. Cc1cc(C)n(-c2cc(N3CCOCC3)ncn2)n1
22. O=C(C[C@@H]1C/C=C\C[C@@H](Cc2ccc(F)cc2)C(=O)OCCNC1=O)NCCO
23. CCCc1nc2sc3c(c2c(=O)n1NC(=O)CCC(=O)O)CCCC3
24. CCOc1cc(C(=O)OCC(=O)Nc2ccc(SC(F)F)cc2)cc(OCC)c1OCC
25. Cc1cccc(NC(=O)COC(=O)c2cc(C)n(C3CC3)c2C)c1
26. CCN1CCN(C(=O)C2CCCN(c3ncnc4c3nc3n4CCCCC3)C2)CC1 (stereo unspecified)
27. O=C(CCS(=O)(=O)Cc1ccccc1F)NCc1ccccc1Cl
28. O=C(/C=C/c1ccc([N+](=O)[O-])cc1)Oc1ccc(/C=N/NC(=O)c2ccncc2)cc1
29. Cc1cc(C)c(C#N)c(SCC(=O)C2CC2)n1
30. O=C(Oc1ccc(-c2cnc3ccccc3n2)cc1)c1ccc(Cl)c([N+](=O)[O-])c1
Assay by compound	21	22	23	24	25	26	27	28	29	30
PriA SSB inh	-16	-9	-11	-10	-7	11	-6	nt	-6	-8
Anthrax LF inh2	-2	-4	-2	-1	nt	-1	-1	-1	nt	-6
SARS 3CLpro inh	-12	nt	-3	6	nt	-1	3	2	3	-3
TcdB GH inh	0.5	2.3	1.4	nt	-0.3	-0.1	0.1	2.7	0.5	nt
PfHsp40 rescue	0.7	-1.6	-0.6	4.7	-0.7	-0.7	0.1	-0.3	nt	-1.9
PrPC TRFRET	-2	4	nt	1	-3	0	-3	-8	-8	-5
BoNT A protease	-0.8	-0.6	0.1	1.2	nt	2.7	-1.1	1.2	nt	-0.1
Yp Topo-I inh	2	20	4	5	13	-2	1	2	7	-5
BH1578 lux ind	2.1	-1.2	1.6	-0.5	-5.7	i	i	-0.3	-0.6	3.1

31. CC1SCC(=O)N(CC(=O)NCc2ccccc2)C1=O (stereo unspecified)
32. CCOc1ccc(C(c2nnnn2C(C)(C)C)N2CCN(C(=O)c3ccco3)CC2)cc1 (stereo unspecified)
33. CN1C(C(=O)NCc2cccc(Br)c2)CC2Cn3c(nc4cc(Cl)c(Cl)cc43)C21 (stereo unspecified)
34. CC(/C=N\N1CCN(Cc2ccc(C)cc2)CC1)=C\c1ccccc1
35. CCc1ccccc1NC(=O)N[C@@H](C)C(=O)O
36. CCN(CC)S(=O)(=O)c1ccc(N2CCCC2)c(NC(=O)Cc2cc(OC)c(OC)c(OC)c2)c1
37. CC1CCN(C(=O)c2ccc(N3CCOCC3)c([N+](=O)[O-])c2)CC1
38. Cc1cc2nc(-c3ccc[nH]c3=O)[nH]c2cc1C
39. Nc1cc(S(=O)(=O)Nc2ccc(Cl)cc2)ccc1N1CCOCC1
40. O=C(CN1CCN(C(=O)C2CC2)CC1)Nc1cc(C(F)(F)F)cc(C(F)(F)F)c1
Assay by compound	31	32	33	34	35	36	37	38	39	40
PriA SSB inh	3&-7	-3	-4	nt	-14	-8	2	-6	9	-1
Anthrax LF inh2	0	-14	2	-2	-1	-7	5	1	1	0
SARS 3CLpro inh	4	1	nt	-6	-3	-2	nt	-2	-2	nt
TcdB GH inh	1.1	-0.5	0.2	-0.5	nt	-0.1	1.2	1.5	1.7	0.2
PfHsp40 rescue	0.1	-0.2	1.3	0.0	-0.3	-1.2	0.1	-6.6	1.6	-0.1
PrPC TRFRET	-4	-6	-4	7	0	10	-24	-14	17	-2
BoNT A protease	-0.5	-3.6	0.1	-1.0	-0.6	-1.0	-2.3	4.4	-0.1	0.2
Yp Topo-I inh	-5	17	9	8	6	22	10	12	11	-10
BH1578 lux ind	-0.4	i	3.7	i	i	-0.3	i	-0.6	2.4	i

41. COc1ccccc1NC(=S)NCCSc1ccc(C)cc1
42. COc1ccc(-c2ccccc2[C@H]2[C@@H]3C=CC[C@@H](C)[C@@H]3C(=O)N2Cc2ccccc2)cc1
43. O=C1[C@H]2[C@@H](c3ccc(F)cc3)N3C(=O)N(c4ccccc4)C(=O)[C@@]3(Cc3ccccc3)[C@H]2C(=O)N1C1CCCCC1
44. CCN(CCO)Cc1cc(=O)oc2cc3c(cc12)CCC3
45. CCCn1ncc(CN2CCC(CO)(CC3CCCCO3)CC2)c1C (stereo unspecified)
46. CCN(C(=O)Cn1c(=O)oc2ccccc21)c1cccc(C(F)(F)F)c1
47. [O-][n+]1c2c(nn1-c1ccc(Cl)c(Cl)c1)-c1nonc1CC2
48. O=C(Nc1ccc(CN2CCOCC2)cc1)c1ccc(N2CCCC2)c([N+](=O)[O-])c1
Assay by compound	41	42	43	44	45	46	47	48
PriA SSB inh	-5	-2	3	-8	-14	-7	-1	17
Anthrax LF inh2	-3	-5	2	-2	-5	-1	5	-3
SARS 3CLpro inh	0	nt	nt	3	3	0	-1	2
TcdB GH inh	nt	0.6	-5.4	0.2	-0.3	nt	0.0	-0.6
PfHsp40 rescue	22	1.3	2.6	0.5	-0.8	-1.8	-0.4	-0.4
PrPC TRFRET	9	6	5	-7	9	2	-6	-2
BoNT A protease	-0.3	-0.2	0.3	-0.2	-0.5	-0.6	-1.5	0.0
Yp Topo-I inh	-4	?	3	1	-4	-7	6	11
BH1578 lux ind	1.1	-1.5	-0.3	i	-0.1	i	i	-0.5

Compounds listed so far that contain a Cl atom, in the order listed:
1. Cc1ccc(Cl)cc1N1CCN(C(=O)C2CCN(S(C)(=O)=O)CC2)CC1
4. CC(C)CC(NC(=O)c1ccc(Cl)cc1)C(=O)OCC(=O)c1ccc2c(c1)NC(=O)CO2 (stereo unspecified)
27. O=C(CCS(=O)(=O)Cc1ccccc1F)NCc1ccccc1Cl
30. O=C(Oc1ccc(-c2cnc3ccccc3n2)cc1)c1ccc(Cl)c([N+](=O)[O-])c1
33. CN1C(C(=O)NCc2cccc(Br)c2)CC2Cn3c(nc4cc(Cl)c(Cl)cc43)C21 (stereo unspecified)
39. Nc1cc(S(=O)(=O)Nc2ccc(Cl)cc2)ccc1N1CCOCC1
47. [O-][n+]1c2c(nn1-c1ccc(Cl)c(Cl)c1)-c1nonc1CC2
Assay by compound	1	4	27	30	33	39	47
PriA SSB inh	-5	-12	-6	-8	-4	9	-1
Anthrax LF inh2	4	0	-1	-6	2	1	5
SARS 3CLpro inh	2	5	3	-3	nt	-2	-1
TcdB GH inh	1.0	nt	0.1	nt	0.2	1.7	0.0
PfHsp40 rescue	0.1	0.5	0.1	-1.9	1.3	1.6	-0.4
PrPC TRFRET	-4	40*	-3	-5	-4	17	-6
BoNT A protease	-0.3	0.7	-1.1	-0.1	0.1	-0.1	-1.5
Yp Topo-I inh	-3	3	1	-5	9	11	6
BH1578 lux ind	-0.8	-1.4	i	3.1	3.7	2.4	i
